Compound activity deposited in PubChem BioAssay by National Center for Advancing Translational Sciences (NCATS).
APE1 inh: qHTS Assay for Inhibitors of the Human Apurinic/apyrimidinic Endonuclease 1 (APE1); recombinant APE1, TAMRA/BHQ-2 abasic DNA cleavage fluorescence; DNA repair nuclease/redox regulator APEX1 (Homo sapiens), P27695; Potency, µM (highest dose often 65.8 µM), for the others: at the top dose activity change, negative = inhibition, usual class: inhibitors; AID 2517, 2012; hit rate 0.35% among 350,000;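 also: plate controls were vehicle for no effect and reference inhibitor for full effect; nearly all actives have a fitted effect of over 55% in size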
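Kinetic fluorescence read (525 ex/598 em nm, three reads 60 s apart) of AP-site incision; signal = third minus first read. Enzyme 0.75 nM, dual-labelled THF duplex 50 nM, compound preincubation 15 min RT.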
Pol beta inh: qHTS Assay for Inhibitors of DNA Polymerase Beta | P06746 | Potency, µM (series often up to 114 µM), inactives show at the top dose activity change, negative = inhibition, hits mostly inhibitors | hit rate 1.3% among 340,000 | Pol beta primer extension/strand displacement, fluorescence kinetic | AID 485314, 2010; also: % is scaled to controls: 0 for no effect and ±100 for the full control effect
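Preincubation: enzyme (10 nM) with compound, 15 min, RT. Reaction: substrate added to 50 nM final. Reads: 0 and 10 min. Analysis: normalized, Hill fit.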
POLK inh: qHTS for Inhibitors of Polymerase Kappa; DNA polymerase kappa (Homo sapiens), Q9UBT6; hit rate 0.53% among 400,000; purified Pol kappa, fluorescent DNA synthesis assay, 10 min; AID 588579, 2011; Potency, µM (highest dose often 107 µM), for inactives: top-dose activity, negative = inhibition, usual class: inhibitors; also: % is scaled to controls: 0 for no effect and ±100 for the full control effect
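Enzyme at 10 nM met test compounds for 15 min at room temperature. Substrate addition (50 nM final) began the reaction, which was monitored by fluorescence at 0 and 10 min.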
JMJD2A Tudor inh: qHTS Assay for Inhibitors of JMJD2A-Tudor Domain. AID 504339, 2011. hit rate 4.4% among 390,000. Lysine-specific demethylase 4A (Homo sapiens), O75164. AlphaScreen JMJD2A-Tudor / H3K4me3 peptide binding. Potency, µM (titrated, usually from 114 µM), inactives show at the highest dose activity change, negative = inhibition, hits mostly inhibitors; also: % is scaled to controls: 0 for no effect and ±100 for the full control effect; nearly all actives have a fitted effect of over 50% in size
Target sequence (O75164 whole entry, looked up, the tested form may be a part): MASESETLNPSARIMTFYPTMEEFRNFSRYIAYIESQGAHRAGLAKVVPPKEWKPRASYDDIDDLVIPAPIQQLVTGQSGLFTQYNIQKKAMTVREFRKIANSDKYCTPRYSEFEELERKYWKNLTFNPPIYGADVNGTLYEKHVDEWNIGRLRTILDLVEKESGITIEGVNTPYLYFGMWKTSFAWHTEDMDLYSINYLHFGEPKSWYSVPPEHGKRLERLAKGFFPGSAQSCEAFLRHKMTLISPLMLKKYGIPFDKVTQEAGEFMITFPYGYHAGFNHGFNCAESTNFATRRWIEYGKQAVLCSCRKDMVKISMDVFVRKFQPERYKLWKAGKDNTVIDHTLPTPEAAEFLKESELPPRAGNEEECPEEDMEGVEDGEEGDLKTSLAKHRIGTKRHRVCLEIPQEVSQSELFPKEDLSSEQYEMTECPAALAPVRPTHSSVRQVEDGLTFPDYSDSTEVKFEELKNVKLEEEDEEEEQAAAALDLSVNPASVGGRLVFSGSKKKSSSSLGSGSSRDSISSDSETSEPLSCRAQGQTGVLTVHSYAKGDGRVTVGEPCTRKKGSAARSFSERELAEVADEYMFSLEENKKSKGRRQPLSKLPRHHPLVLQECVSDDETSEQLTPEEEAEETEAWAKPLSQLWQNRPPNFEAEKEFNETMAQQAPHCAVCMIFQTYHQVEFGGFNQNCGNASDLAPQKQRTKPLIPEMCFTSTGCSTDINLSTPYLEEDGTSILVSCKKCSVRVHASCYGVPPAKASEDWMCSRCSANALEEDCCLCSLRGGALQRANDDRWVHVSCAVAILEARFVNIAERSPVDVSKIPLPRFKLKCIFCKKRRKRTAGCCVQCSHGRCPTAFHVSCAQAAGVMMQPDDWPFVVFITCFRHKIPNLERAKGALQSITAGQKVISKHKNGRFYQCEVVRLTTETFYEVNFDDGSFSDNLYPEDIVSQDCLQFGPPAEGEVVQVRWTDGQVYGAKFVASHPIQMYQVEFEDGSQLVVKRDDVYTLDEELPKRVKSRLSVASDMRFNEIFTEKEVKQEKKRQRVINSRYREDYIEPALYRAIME
G9a block: qHTS Assay for Inhibitors of Histone Lysine Methyltransferase G9a. Histone-lysine N-methyltransferase EHMT2 (Homo sapiens), Q96KQ7. G9a H3K9 monomethylation, AlphaScreen, 2 h. Potency, µM (highest dose often 102 µM), without a hit: at the highest dose activity, negative = inhibition, hits mostly inhibitors. hit rate 8.8% among 350,000. AID 504332, 2011; also: % is scaled to controls: 0 for no effect and ±100 for the full control effect; nearly all actives have a fitted effect of over 75% in size
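Quantitative HTS format: methyltransferase activity on a biotin-tagged H3K9 peptide is measured by AlphaScreen, using a rabbit anti-monomethyl-H3K9 antibody with streptavidin donor and anti-IgG acceptor beads. Final levels are 20 nM enzyme, 500 nM peptide, 20 uM SAM; 2 h RT.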
POLI inh: qHTS for Inhibitors of Polymerase Iota | hit rate 1% among 390,000 | Potency, µM (top dose mostly 115 µM), for the others: top-dose activity, negative = inhibition, actives largely listed as inhibitors | AID 588590, 2011 | Pol iota fluorescent replication assay, 10 min | DNA polymerase iota (Homo sapiens), Q9UNA4
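Pol iota at 10 nM preincubated 15 min with compounds at room temperature; reaction started with fluorescent substrate, 50 nM final. Fluorescence read kinetically at 0 and 10 min; buffer-only wells as negative control.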
BAZ2B inh: qHTS Assay for Inhibitors of BAZ2B. Bromodomain adjacent to zinc finger domain protein 2B (Homo sapiens), Q9UIF8. AlphaScreen BAZ2B-H3K14Ac peptide displacement. Potency, µM (series often up to 114 µM), inactives show at the highest dose activity change, negative = inhibition, usual class: inhibitors. hit rate 4.4% among 360,000. AID 504333, 2011; also: % is scaled to controls: 0 for no effect and ±100 for the full control effect; nearly all actives have a fitted effect of over 60% in size
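AlphaScreen displacement of biotin-H3(5-23)K14Ac peptide (50 nM final) from BAZ2B (50 nM final) in PBS pH 7.4, 0.01% Tween-20; complex preformed 30 min RT, then compounds (top 110 uM) 30 min RT, beads 20 min dark.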
POLH inh: qHTS for Inhibitors of Polymerase Eta; DNA polymerase eta (Homo sapiens), Q9Y253; recombinant Pol eta, fluorescent DNA replication assay; Potency, µM (highest dose often 114 µM), for inactives: top-dose activity change, negative = inhibition, most hits filed as inhibitors; hit rate 1.2% among 390,000; also: % is scaled to controls: 0 for no effect and ±100 for the full control effect
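Fluorescent replication assay: 50 nM final substrate added after a 15 min room-temperature compound preincubation with 10 nM enzyme. Signal taken at 0 min and again at 10 min.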
BLM helicase inh: qHTS Assay for Inhibitors of Bloom's syndrome helicase (BLM). RecQ-like DNA helicase BLM (Homo sapiens), P54132. recombinant BLM DNA unwinding, fluorescence dequenching. Potency, µM (highest dose often 56.1 µM), for inactives: at the top dose activity change, negative = inhibition, hits mostly inhibitors. hit rate 0.2% among 350,000;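 also: plate controls were vehicle for no effect and no enzyme for full effect; nearly all actives have a fitted effect of over 35% in size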
An asterisk follows results filed as active; u = inconclusive; x = not tested or not shown; [ ] = dose if it differs, or a comment. Calls follow the shape of the dose curve; as a rule, active = well fitted curve in the direction sought with a large enough effect; inconclusive = small, poorly fitted or top-dose-only effect, or another doubt; inactive = no such curve, though single readings can be large; an effect the other way counts as inactive or inconclusive. Potency is read from the fitted curve at half-maximal effect.

SMILES | APE1 inh | Pol beta inh | POLK inh | JMJD2A Tudor inh | G9a block | POLI inh | BAZ2B inh | POLH inh | BLM helicase inh
CC(=O)c1ccc(NC(=S)NNC(=O)c2ccncc2)cc1 | -0.4% | 8.3% | -19.2% | u | u | 13.8% | -2.3% | -16.5% | 1.9%
Cc1ccc(-n2c(=O)c3c(C)c(C)sc3n(CC(=O)NCc3ccccc3)c2=O)cc1C | x | 0.8% | -0.5% | -2.0% | -3.8%[59 µM] | -1.3% | -17.5% | 12.1% | 0.9%
Cc1ccc(C(=O)N2CCN(c3ccc(NC(=S)NC(=O)Cc4ccccc4)cc3)CC2)cc1 | -8.5% | -0.5% | -7.6% | -29.9% | u | 28.9% | -31.3% | -15.1% | -5.8%
Cc1ccc(N(C(=O)c2csnn2)C(C(=O)NC2CCCCC2)c2ccco2)cc1 (stereo not given) | -8.8% | -17.3% | -24.4% | -19.7% | 2.2% | 67.2%[activator] | u | -2.8% | -3.3%
COc1ccccc1OCC(=O)N1CCN(C(=O)COc2ccccc2OC)CC1 | -16.2% | -2.1% | -6.0% | -20.1% | 39.8µM* | 70.2%[activator] | -13.6% | -8.8% | -6.7%
CN1CCN(C(=O)Nc2cccc(Cl)c2)c2cccnc21 | x | 1.6% | -4.5% | -14.2% | 30.2%[59 µM] | 32.4%[activator] | 11.8% | -4.9% | 2.4%
COc1cccc2cc(-c3nc4ccc(C)cc4[nH]3)c(=O)oc12 | x | u | 0.3%[60.1 µM] | -18.3% | 0.0%[59 µM] | 26.5% | 2.1% | 3.4% | -5.2%
Cc1cccc(C)c1OCC(=O)Nc1ccc2c(c1)OCCO2 | 26.2% | 0.7% | 9.8% | 0.0% | 14.6% | 7.9% | -19.4% | -15.7% | -1.9%
Cn1c(SCc2ccccc2)nnc1-c1c[nH]c2ccccc12 | -1.8% | 9.1% | -22.3% | -34.0% | 5.0%[59 µM] | -5.0% | 2.1% | -1.1% | 1.9%
O=C1CC(N2CCC(O)CC2)C(=O)N1c1ccc(Br)cc1 (stereo not given) | 7.9% | 9.5% | -3.9% | -4.2% | u | 8.2% | 9.2% | -12.2% | -1.4%
O=C(COC(=O)Cc1ccc(Br)cc1)Nc1c(F)c(F)c(F)c(F)c1F | -2.7% | 44.9% | -9.7% | 17.8% | 4.9%[59 µM] | 49.3%[activator] | -0.4% | -11.8% | -2.2%
Cc1cc(C)c2nc(C)cc(Nc3cccc(C(=O)O)c3)c2c1 | x | 12.1% | 3.5% | -1.0% | -5.6%[59 µM] | -10.5% | 3.1% | -6.0% | -1.6%
O=C(NCC1CCCO1)c1cc2n(n1)C(C(F)(F)F)CC(c1ccc(F)cc1)N2 (stereo not given) | 13.2% | 15.3% | -12.0% | -6.7% | -22.9% | 5.6% | -11.7% | -7.2% | -7.3%
Oc1ccc(Cl)cc1/C=N/c1nc2ccccc2[nH]1 | -4.8% | 25.6% | -5.6% | -8.2% | 7.4% | 1.6%[58.9 µM] | 10.6% | -3.1% | -4.0%
O=C1CC(N2CCN(c3ccccc3)CC2)C(=O)N1c1ccc2c(c1)OCO2 (stereo not given) | 5.4% | 25.2% | -4.2% | -6.6% | -11.2% | 39.2%[activator] | -20.4% | -4.6% | -4.3%
CCC1C(=O)CC(c2ccc([N+](=O)[O-])cc2)NC1c1ccc([N+](=O)[O-])cc1 (stereo not given) | 14.9% | u | -4.4% | u | x | 64.3%[activator] | u | -20.6% | -5.9%
O=C1NC2(CCCCC2)C(=O)N1CCS(=O)(=O)Oc1ccccc1 | -11.2% | 6.1% | -3.8% | -11.8% | 14.9% | -3.7% | -0.2% | -7.1% | -2.3%
Clc1ccc(CSc2nnnn2-c2ccc3c(c2)OCO3)c(Cl)c1 | 11.4% | 19.0% | -9.6% | 67.7%[activator] | 32.2%[59 µM] | 2.8% | 16.6% | -3.6% | -3.0%
COc1ccc(-c2noc(CCCC(=O)NC3CCCC3)n2)cc1 | -4.2% | 32.2% | -3.1% | 1.4% | 19.9% | 62.4%[activator] | -10.9% | -9.1% | -3.2%
Cn1c(=N)c(S(=O)(=O)c2ccc(F)cc2)cc2c(=O)n3ccccc3nc21 | -3.0% | 34.4% | -3.4% | 0.7% | x | -5.1% | 5.5% | -7.0% | -1.1%

Results in BAZ2B inh and POLK inh, for 3 of the compounds above:
SMILES,BAZ2B inh,POLK inh
O=C(NCC1CCCO1)c1cc2n(n1)C(C(F)(F)F)CC(c1ccc(F)cc1)N2 (stereo not given),-11.7%,-12.0%
COc1ccccc1OCC(=O)N1CCN(C(=O)COc2ccccc2OC)CC1,-13.6%,-6.0%
O=C1CC(N2CCC(O)CC2)C(=O)N1c1ccc(Br)cc1 (stereo not given),9.2%,-3.9%

New compounds follow
SMILES | APE1 inh | Pol beta inh | POLK inh | JMJD2A Tudor inh | G9a block | POLI inh | BAZ2B inh | POLH inh | BLM helicase inh
COc1ccc(OCC(=O)OCc2cc(=O)n3cc(C)sc3n2)cc1 | x | -18.5% | -6.3% | -11.3% | 13.2%[59 µM] | 5.6% | -6.9% | -6.8% | 2.5%
CCc1ccc(-c2nc(CSCC(=O)NC3CC3)c(C)o2)cc1 | -0.9% | u | -8.7% | -8.9% | 16.0% | 20.2% | -14.3% | 6.3% | 0.2%
CO[C@@]1(NC(=O)Cc2cccs2)C(=O)N2C(C(=O)O)=C(COC(N)=O)CSC21 (stereo not given in full) | -6.1% | x | 31.6µM* | x | -29.4%[2.33 µM] | x | x | x | 8.7%
Cc1noc(C)c1CSCC(=O)N(C)CC(=O)Nc1cccc(F)c1 | 2.2% | 52.8% | -4.0% | -16.2% | x | 19.8% | -13.6% | -2.6% | -1.2%
CC(=O)N1CCN(Cc2nc3cc(NC(=O)c4cccs4)ccc3n2C)CC1 | -7.8% | 54.6% | -7.9% | 4.5% | 58.8%[activator] | 116.4%[activator] | 7.9% | -11.4% | 2.2%
Cc1cc(C)cc(NC(=O)c2cc3c(=O)n(Cc4ccco4)ccc3nc2C)c1 | x | 25.8% | 0.0% | -5.0% | 1.9%[59 µM] | 0.7% | -2.4% | 7.4% | -3.1%
Cc1ccc(C)c(-n2nnc(-c3nc(-c4ccc(Cl)cc4)no3)c2N)c1 | x | 29.6% | 5.5% | -7.0% | -1.0%[59 µM] | -14.2% | -31.6% | -8.3% | -4.5%
Cc1ccc(C)c(NC(=S)N(C)C)c1 | 29.5% | 11.4% | 0.1% | -5.0% | x | 15.3% | 0.5% | -1.0% | -0.2%
S=C(NCCC(c1ccccc1)c1ccccc1)Nc1ccc(Cl)cc1 | 5.4% | 31.8% | -10.9% | -5.5% | 31.1% | -2.2% | -6.1% | -11.6% | -12.6%
C=CC[C@@H](Cc1ccc(F)cc1)C(=O)OC[C@@H]1CCCN1C(=O)[C@@H](CC=C)CC(=O)N[C@@H](CO)Cc1ccccc1 | -8.1% | x | -18.0% | -24.6% | x | 19.0% | x | -12.5% | x
CS(=O)(=O)Nc1cccc(-c2cncnc2-n2ccnc2)c1 | -3.2% | x | 0.3%[60.1 µM] | x | -3.1%[0.501 µM] | x | x | x | -0.8%
COc1ccc(C(=O)N/C(=C\c2cccc3ccccc23)C(=O)N2CCN(C)CC2)cc1 | -4.4% | x | 0.7% | -18.1% | 9.3%[12.7 µM] | -9.6% | 2.2% | 2.6% | x
O=[N+]([O-])c1ccc(NCCCO)c(S(=O)(=O)N2CCOCC2)c1 | 4.5% | 10.5% | -7.9% | -2.2% | 6.0% | 153.1%[activator] | 7.0% | -20.3% | -11.0%
Cc1ccsc1/C=N/NC(=O)Cc1ccc([N+](=O)[O-])cc1 | x | x | 3.4% | 0.3% | x | 21.9% | x | -23.7% | x
Cc1ccc2nc(NC(=O)CSCC(=O)OCC(=O)c3ccccc3)sc2c1 | 11.9% | 14.0% | -6.6% | -9.2% | u | -1.4% | -6.2% | 4.5% | -2.5%
O=C(NCc1ccco1)c1ccc(CS(=O)(=O)Cc2ccc(F)cc2)o1 | -0.9% | -9.8% | 9.1% | -12.1% | -19.1%[59 µM] | 13.7% | 1.1% | 7.0% | -0.3%
COc1ccc(CNc2cccnc2)c(OC)c1OC | x | x | -24.5% | -6.2% | x | 14.5% | x | -13.3% | x
O=C(c1cnn2c(C(F)(F)F)cc(-c3ccc4c(c3)OCO4)nc12)N1CCCCC1 | 0.3% | 0.2% | -26.2% | -3.2% | 4.0%[59 µM] | 49.8%[activator] | -5.1% | -8.5% | 1.2%
CCCCOC(=O)CSc1nc2c(c(=O)[nH]c(=O)n2C)n1C/C=C(\C)Cl | 2.2% | -1.6% | 7.0% | -0.3% | 15.8µM* | 14.2% | 8.0% | -6.7% | 1.5%
O=C(/C=C/c1ccccc1)Nc1nc2n(n1)C(c1ccc(Cl)cc1)C=C(c1ccccc1)N2 (stereo not given) | x | 87.2% | 2.8% | -4.6% | u | 63.5%[activator] | 4.3% | -4.5% | -3.1%
c1ccc(C[C@H]2CN=C(Nc3ccccc3)N2CC2CCCCC2)cc1 | -0.2% | x | -8.8% | -22.9% | x | u | x | -6.3% | x
Cc1nn(Cc2c(Cl)cccc2Cl)c(Cl)c1/C=N/NC(=O)c1cccnc1 | -4.5% | 0.0% | -18.7% | -26.2% | -7.8%[59 µM] | u | u | -1.4% | -2.9%
COc1ccccc1Oc1ccnc2cc(Cl)ccc12 | 24.9% | -2.0% | 2.2% | 24.3% | 27.9% | 20.1% | 23.5% | -19.6% | -6.5%

A portion of the library (hit frequency here may not be typical).
